m-calpain inh: calpain II (pig) inhibition; purified calpain II, fluorogenic peptide substrate, 30 min; inhibition, % at 16 µM; 220,000 tested, 0.37% active; AID 1236;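 active = inhibition above about 50%, limit read from the data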
PERK inhibitor: blocks human PERK kinase; Q9NZJ5; 220,000 tested, 0.17% active; CHO PERK-DD fusion, SEAP luminescence translation reporter; inhibition, % at 5.6 µM;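 active = inhibition above the mean inhibition of all tested compounds plus 3 SD, set separately per screening campaign, cut at about 2.9% in these data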;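 also: PERK kinase domain activated by AP20187 dimerizer at 100 nM; 0% = DMSO with dimerizer and 100% = rapamycin at 8.4 µM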
eIF4E-4G inh: eIF4E/eIF4G interaction inhibition in translation initiation; 220,000 tested, 0.37% active; inhibition, % at 21.7 µM; TR-FRET eIF4E-eIF4GI(517-606) binding, 2 h;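 active = inhibition above about 30%, limit read from the data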;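 also: 0% = full FRET control wells and 100% = background wells lacking eIF4GI fragment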
Mdm2 ligase inh: blocks human Mdm2 ubiquitin ligase activity | signal enhancement, % at 5 µM | 210,000 tested, 0.11% active | cell-based MDM2 ubiquitination luciferase reporter, 2 h; 0 = plate control, 100 = twice control, blank-subtracted | AID 1230 | Q00987;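 active = signal enhancement of 30% or more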;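 also: luminescence tracks abundance of the self-degrading MDM2-luciferase fusion protein; higher signal means inhibition of MDM2 E3 ligase activity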
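test system = mammalian cells stably expressing self-ubiquitinating, self-degrading MDM2 E3–luciferase fusion | quantity = 2000 cells/well | incubation = cell settling 4 h, compound treatment 2 h, both 37 °C | signal = luminescence with SteadyLite reagent, 15 min at room temperature | evaluation = % enhancement relative to plate controls after blank subtraction | benchmarks = plate controls and plate blanks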
zVAD death inh: blocks zVAD induced death of L929 cells. L929 zVAD necroptosis rescue, ATP luminescence, 24 h; with zVAD 60 µM. 220,000 tested, 0.38% active. viability rescue, % at 10 µM. AID 1377;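 active = activation, scaled between plate controls, above about 75%, limit read from the data; inactive = activation under that limit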;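 also: 0% = zVAD with DMSO and 100% = DMSO alone without zVAD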
TNF death inh: inhibitors of TNF-alpha induced necroptosis in Jurkat FADD-/- cells; Jurkat FADD-/- TNF necroptosis rescue, ATP luminescence, 24 h; 0 = TNF only, 100 = no-TNF cells; activation (protection from cell death), % at 10 µM; 220,000 tested, 0.068% active; AID 463075;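 active = activation, meaning protection from cell death, of at least 50% relative to plate controls; inactive = activation below 50%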;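 also: necroptosis triggered by 40 ng/mL TNF-alpha added together with compound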
EBV gp42 block: blocks Epstein-Barr virus glycoprotein 42 binding | AID 1085 | Fluorescence polarization binding assay, mP read-out | 220,000 tested, 0.42% active | Q1HVG2 | inhibition, % (tested at 21.74 µM); in the data active = inhibition above about 50%
Rad51 HR inh: blocks human Rad51 in homologous recombination | hRad51 DNA strand exchange, fluorescence dequenching | inhibition, % at 10 µM | 200,000 tested, 0.085% active | AID 1385;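 active = inhibition above 40% at the single screening dose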;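 also: 0% = DMSO control wells and 100% = blanks with heterologous ssDNA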
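Assay system: Human Rad51 nucleoprotein filaments preassembled on unlabelled ssDNA | Reagent: Donor/quencher-labelled 47-bp dsDNA substrate | Doses: One concentration, 10 µM final | Times: 37 °C 15-min filament assembly, 30-min compound preincubation, 15-min exchange | Technique: Fluorescein emission 520 nm, excitation 485 nm | Benchmarks: Plate control and blank wells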
Cl transport mod: KCC2 (human) Cl- transport modulation. B-score of Tl+ flux slope (higher = more flux/activation; lower = inhibition) at 10 µM. 190,000 tested, 2.2% active. KCC2 cells, thallium flux FluoZin-2 fluorescence;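 active = thallium flux slope and its plate-corrected score both differing from the plate sample mean at a set confidence after two filtering rounds, in either direction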;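 also: slope of fluorescence scaled to starting intensity during 10 to 20 s after thallium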
Target sequence (Q9H2X9 whole entry, looked up): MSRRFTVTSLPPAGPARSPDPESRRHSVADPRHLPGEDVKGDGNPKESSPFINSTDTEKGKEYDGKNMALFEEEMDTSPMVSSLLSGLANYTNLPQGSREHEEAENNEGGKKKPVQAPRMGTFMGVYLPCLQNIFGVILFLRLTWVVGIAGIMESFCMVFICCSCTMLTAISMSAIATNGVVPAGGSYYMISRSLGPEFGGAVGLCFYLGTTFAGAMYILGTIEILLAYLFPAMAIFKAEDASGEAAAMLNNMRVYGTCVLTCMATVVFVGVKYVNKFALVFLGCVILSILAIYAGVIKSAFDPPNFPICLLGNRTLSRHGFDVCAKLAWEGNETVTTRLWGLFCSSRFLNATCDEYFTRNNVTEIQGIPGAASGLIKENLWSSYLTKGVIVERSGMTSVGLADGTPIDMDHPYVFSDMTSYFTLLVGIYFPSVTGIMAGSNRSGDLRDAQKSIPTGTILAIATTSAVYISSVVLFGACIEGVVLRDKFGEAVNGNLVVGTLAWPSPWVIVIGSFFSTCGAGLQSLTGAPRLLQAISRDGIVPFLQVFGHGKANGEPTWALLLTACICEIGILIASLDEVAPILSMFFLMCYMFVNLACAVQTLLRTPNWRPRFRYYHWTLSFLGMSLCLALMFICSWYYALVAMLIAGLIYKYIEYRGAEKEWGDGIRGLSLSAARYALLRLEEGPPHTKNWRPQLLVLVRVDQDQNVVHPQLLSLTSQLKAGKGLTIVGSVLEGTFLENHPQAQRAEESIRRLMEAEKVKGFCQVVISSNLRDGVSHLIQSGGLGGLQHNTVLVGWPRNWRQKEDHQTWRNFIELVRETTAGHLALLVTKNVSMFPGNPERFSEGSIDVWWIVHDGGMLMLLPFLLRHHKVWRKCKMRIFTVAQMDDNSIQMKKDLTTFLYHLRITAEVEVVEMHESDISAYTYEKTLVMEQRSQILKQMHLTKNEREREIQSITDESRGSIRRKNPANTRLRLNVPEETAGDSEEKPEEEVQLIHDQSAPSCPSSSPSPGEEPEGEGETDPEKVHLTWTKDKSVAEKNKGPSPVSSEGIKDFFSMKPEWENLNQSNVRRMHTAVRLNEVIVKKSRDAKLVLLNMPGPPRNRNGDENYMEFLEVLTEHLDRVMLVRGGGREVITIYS
* = called active by the depositor; / = not tested or not shown; [ ] = another dose, or the depositor's remark.

SMILES | m-calpain inh | PERK inhibitor | eIF4E-4G inh | Mdm2 ligase inh | zVAD death inh | TNF death inh | EBV gp42 block | Rad51 HR inh | Cl transport mod
CNC(=O)CSc1nnc(CCc2ccccc2)n1-c1ccccc1 | -33 | 0.5 | 0 | -16 | 0.0 | -0.9 | -5 | 10 | 0.45
COC(=O)c1ccccc1Nc1cc(C)nc2nc(C)nn12 | -15 | 0.6 | 6 | / | / | 1.4 | -20 | / | 0.78
CC(=O)c1c(C(C)=O)c(C)n(-c2ccc(N)cc2)c1C | 6 | 0.1 | 2[fluorescence artefact?] | -9 | 1.1 | 1.2 | -11 | / | /
Cn1cccc1CC(=O)N/N=C/c1cccc([N+](=O)[O-])c1 | -25 | 0.5 | -4 | -10 | 0.6 | -0.7 | 2 | 4 | -0.03
Nc1nc2n(n1)C(c1c(F)cccc1Cl)CC(c1ccc(F)cc1)N2 (centres undefined) | 12 | -0.3 | -4 | -20 | -0.2 | -0.7 | -6 | -7 | 0.83
CCCNC(=O)CN(Cc1ccco1)S(=O)(=O)c1ccc(OCC)cc1 | -2 | 0.2 | 8 | -5 | 0.5 | 1.3 | -7 | / | -0.52
Cc1cc(C)c2c3c(sc2n1)C1(CCSCC1)C(C#N)=C(N)O3 | -11 | -1.6 | 3[fluorescence artefact?] | / | 0.0 | -1.6 | -4 | 4 | 1
Cc1ccc(S(=O)(=O)N(C)c2ccc(C(=O)N3CCC(C(N)=O)CC3)cc2)cc1 | -23 | -0.2 | 3[fluorescence artefact?] | -2 | 1.1 | -2.3 | -11 | 6 | 0.083
Cc1ccc(NC(=O)N2CCC(NC(=O)C(C)(C)C)CC2)cc1 | -7 | 0.7 | -2 | -11 | 0.1 | -2.4 | -31 | 4 | 0.0032
CC(C)=C1C2CCC1C1C(=O)N(NC(=O)c3ccco3)C(=O)C21 (centres undefined) | -13 | 0.3 | 1[fluorescence artefact?] | 2 | -0.2 | -0.3 | -17 | / | 0.47
CCC(=O)Nc1nc2ccccc2n1CCN(C)C | -26 | 0.9 | -4 | -15 | 0.8 | 0.1 | 8 | -5 | /
C/C(=N\OC(=O)c1ccc(F)cc1)c1nccs1 | 1 | 3.2* | -2 | -4 | -0.4 | -2.6 | -9 | -6 | /
CC(c1ccccc1F)n1cc(C(=O)NCCCc2nc3ccccc3[nH]2)nn1 (centres undefined) | -16 | 0.0 | 3 | -4 | 26 | 1.6 | -9 | 18 | 0.018
C/C(=C1/SC(N2CC(C)OC(C)C2)=NC1=O)c1ccccc1 (centres undefined) | 24 | -1.2 | -19 | -14 | 0.2 | -1.7 | -22 | 2 | 0.022
CCOC(=O)c1c(C)[nH]c(C(=O)COC(=O)/C=C/c2ccc(O)c(OC)c2)c1C | -17 | -1.0 | -11 | -1 | 70 | -3.1 | 13 | / | -0.28
CCOC(=O)c1sc(NC(=O)c2cc(-c3ccccc3C)nc3ccccc23)c(C#N)c1C | -62 | 1.1 | 2 | -2 | 0.2 | -6.4 | -11 | / | -4.6
CCN1C=C(Cc2ccc(F)cc2)C2=C(C1)C(c1ccc(F)cc1)C(C#N)=C(N)O2 (centres undefined) | -1 | -0.5 | -5 | -26 | 0.2 | -4.9 | -14 | 0 | 0.012
Cc1cccc(/C(N)=N/OC(=O)N2c3ccccc3Sc3ccccc32)c1 | -85 | 1.2 | -11 | -62 | 1.1 | -17 | 21 | 1 | -0.51
CCOc1cc(C(=O)NCC(C)CN(C)C)cc(OCC)c1OCC (centres undefined) | -8 | -0.9 | 2[fluorescence artefact?] | -10 | -0.8 | 0.0 | -19 | -2 | -0.03
CN(Cc1ccccc1)c1ncc(C=O)s1 | 6 | 0.1 | 5 | -10 | 0.1 | 24 | -9 | 6 | -1.5
CCOC(=O)C1CCCN(Cc2c(Cl)cccc2Cl)C1 (centres undefined) | 6 | 1.3 | -10 | 0 | 0.0 | 12 | -23 | -3 | /
O=C1c2cccc3cccc(c23)C(=O)N1CCCCCc1n[nH]c(=S)o1 | -6 | 0.7 | -2 | -15 | 0.4 | 0.7 | -7 | / | 0.22
COC(=O)c1sccc1NC(=S)N1CCCC(C)C1 (centres undefined) | 13 | 0.2 | -3 | -2 | -0.5 | 0.6 | -1 | 0 | /
O=C(c1cccc([N+](=O)[O-])c1)c1ccc2c(c1)OCCOCCOCCOCCO2 | 1 | -0.6 | -3 | -2 | -0.4 | 0.1 | -8 | / | 0.036
CC(C)COc1ccc(C(=O)Nc2ccc([N+](=O)[O-])cc2)cc1 | -24 | 1.6 | 0 | 10 | 14 | -2.1 | -6 | 6 | 2.4e-05
O=C(CN1CCN(Cc2ccc(Cl)cc2)C1=O)NCCCN1CCN(c2ccc(F)cc2)CC1 | -29 | -0.7 | 1 | -9 | -0.5 | -11 | -18 | 1 | -0.54
O=C(O)CCC(=O)Nc1ccc(S(=O)(=O)Nc2nccs2)cc1 | -14 | 1.3 | 1 | / | 4.2 | 1.2 | -25 | 9 | -0.32
COC(=O)COc1cccc2c(=O)n(CC(=O)Nc3ccc4c(c3)OCCO4)ccc12 | 1 | 0.0 | 3 | -1 | 0.6 | -0.3 | -10 | 0 | 1.2
COc1ccccc1-c1nnn(CC#N)n1 | 13 | 0.1 | 3 | -25 | 1.2 | 3.0 | -21 | 1 | -0.48
O=C(O)CCCNS(=O)(=O)c1cccs1 | 19 | 1.8 | -7 | 14 | 1.3 | 0.5 | -25 | 1 | 0.028
O=[N+]([O-])c1ccn(-c2nc(-c3ccccc3)cc(C(F)(F)F)n2)n1 | -27 | 1.2 | 0 | -7 | 2.3 | 1.1 | -24 | -13 | -0.024
CN(C)c1ccc(N/C=C/C(=O)c2ccccc2)cc1 | -7 | 0.1 | 3 | -2 | 0.4 | -6.3 | -61 | -10 | -0.55
CCC/C(O)=C1\C(=O)CC(C)(C)CC1=NCCO | 21 | 1.2 | -4 | -22 | 5.0 | -0.6 | -15 | -8 | 2.1
COc1cc(/C=N/NC(=O)c2ccc(-n3cccc3)cc2)ccc1O | 0 | 0.3 | -4 | 2 | 0.1 | 1.8 | 1 | 27 | -1.7
COC(=O)C1(C(C[N+](=O)[O-])c2ccc(C)cc2)C(=O)NCC1c1ccco1 (centres undefined) | -9 | -1.5 | -6 | 6 | 1.1 | 2.2 | 8 | 15 | -0.081
O=[N+]([O-])c1cccc(-c2nnc3ccccn23)c1 | 26 | 0.4 | -14 | / | 0.2 | 1.8 | -2 | -2 | 0.77
O=C(CCC1CC(=O)Nc2ccccc21)NCc1ccc(F)cc1 (centres undefined) | 13 | 0.5 | 1 | 2 | 0.4 | -0.3 | -16 | -6 | -0.038
COc1ccc(C)cc1NC(=O)C1CC(=O)N(CCc2ccccc2)C1 (centres undefined) | 29 | -0.1 | -1 | -8 | -0.6 | 0.3 | -4 | -9 | 0.36
CCCSC1=C(C#N)C(c2cc(OC)ccc2OC)CC(=O)N1 (centres undefined) | 11 | 0.9 | 0 | -11 | -0.9 | 0.0 | 0 | 8 | -0.00079
NS(=O)(=O)c1ccc(CCNC(=O)c2ccccc2F)cc1 | -28 | 1.2 | -7 | -9 | 1.3 | 0.1 | -5 | -5 | /
CC(=O)OC(C(=O)NCc1ccc2c(c1)OCO2)c1ccccc1Cl (centres undefined) | 26 | -0.5 | 4 | 1 | -0.2 | -3.1 | 12 | -3 | 0.21
COc1ccc(C2=NN3C(=O)c4c(ccc(OC)c4OC)C3C2)cc1 (centres undefined) | -38 | -1.1 | -2 | -30 | -0.1 | -5.2 | -2 | 2 | -1.3
O=C(CN1C(=O)NC2(CCCC2)C1=O)Nc1ccc(F)c(F)c1F | -27 | -0.1 | -2[fluorescence artefact?] | -4 | 0.2 | 0.5 | -11 | -3 | -0.063
COc1cc(NC(=O)c2cccnc2SC)cc(OC)c1OC | -2 | 0.2 | 0 | -9 | 5.2 | -0.2 | 8 | -2 | 0.2
Nc1ncnc2nc(Sc3ccc(Cl)cc3)[nH]c12 | 9 | 1.1 | -2 | 14 | 0.4 | 0.7 | -19 | 5 | -2.3
COC(C(=O)Nc1ccc(F)cc1F)c1ccccc1 (centres undefined) | -26 | -0.4 | -1 | -7 | 83* | 97* | -20 | -2 | /
COC(=O)c1ccc(-c2nc(O)c3cnccn23)cc1 | -1 | -0.4 | 6[fluorescence artefact?] | -12 | 1.7 | 0.7 | -12 | 10 | /
CC(=O)N1CCN(CC(O)COc2ccc(OCc3ccccc3)cc2)CC1 (centres undefined) | -10 | 0.3 | 3 | -17 | -0.1 | 0.3 | -13 | -2 | 2.3
Cc1ccccc1Oc1ccc(S(=O)(=O)NCCC(=O)O)cc1 | -22 | -0.3 | 2 | -12 | 1.0 | 1.2 | -14 | -1 | /
Cc1ccc(CNC(=O)C2CCCN(c3nn4c(=O)cc(C)nc4s3)C2)cc1 (centres undefined) | -9 | -0.1 | -7 | -16 | 0.5 | -0.9 | -5 | 4 | 0.66
CSc1ccccc1C(=O)C1CCCN(S(=O)(=O)c2c(C)noc2C)C1 (centres undefined) | 7 | 0.5 | 1 | -1 | -0.2 | 0.4 | -10 | -9 | -0.59
O=C(COC(=O)c1cccnc1)Nc1ccc(F)cc1 | -6 | 1.3 | 7[fluorescence artefact?] | 1 | 0.1 | -2.7 | -16 | 0 | /
Cn1c(Br)nc2c1c(=O)n(CC(O)COc1ccccc1)c(=O)n2C (centres undefined) | -34 | 0.3 | -1 | -9 | -1.1 | -3.7 | -4 | -15 | 0.046
Cc1ccc(N(C(=O)CC2NC(=O)NC2=O)C2(C(=O)NC3CCCC3)CCCCC2)cc1 (centres undefined) | 16 | 1.1 | -3 | -12 | -0.7 | -1.3 | -7 | / | 1.1
CC1(C)CC(n2c(NCCO)nc3c(c2=O)C2(CCCC2)Cc2ccccc2-3)CCO1 (centres undefined) | / | 0.4 | / | -21 | 3.3 | 2.5 | / | 0 | 0.79
CC1CCN(C(=O)CSc2nc3[nH]ncc3c(=O)[nH]2)CC1 | 16 | 1.0 | 7 | -9 | 1.6 | 0.4 | -4 | 2 | -0.24
O=C(N/N=C/c1c[nH]c2ccccc12)c1cc(-c2cccc3ccccc23)n[nH]1 | -18 | 0.1 | 1 | -15 | 5.8 | -6.5 | 4 | -2 | -0.21

Among those listed so far, four have a thiophene ring, fused or not.
SMILES | m-calpain inh | PERK inhibitor | eIF4E-4G inh | Mdm2 ligase inh | zVAD death inh | TNF death inh | EBV gp42 block | Rad51 HR inh | Cl transport mod
Cc1cc(C)c2c3c(sc2n1)C1(CCSCC1)C(C#N)=C(N)O3 | -11 | -1.6 | 3[fluorescence artefact?] | / | 0.0 | -1.6 | -4 | 4 | 1
CCOC(=O)c1sc(NC(=O)c2cc(-c3ccccc3C)nc3ccccc23)c(C#N)c1C | -62 | 1.1 | 2 | -2 | 0.2 | -6.4 | -11 | / | -4.6
COC(=O)c1sccc1NC(=S)N1CCCC(C)C1 (centres undefined) | 13 | 0.2 | -3 | -2 | -0.5 | 0.6 | -1 | 0 | /
O=C(O)CCCNS(=O)(=O)c1cccs1 | 19 | 1.8 | -7 | 14 | 1.3 | 0.5 | -25 | 1 | 0.028
